GPR55 LPI antagonism: GPR55 antagonists blocking LPI-driven arrestin recruitment, primary screen, imaging, U2OS, beta-arrestin-GFP, LPI agonist (AID 2013); U2OS GPR55 beta-arrestin-GFP translocation imaging, LPI antagonism; higher % means a stronger effect; inhibition, % at 10 µM; hits with a dose series show IC50 in µM; G-protein coupled receptor 55 (Homo sapiens); actives 0.13% (n = 290,000);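 active = spots per cell inhibited over 60%, with over 100 cells counted and total cytoplasm intensity under 500,000; inconclusive = wells with under 100 cells, flagged as likely toxic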;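 also: U2OS cells stably carrying GPR55 and arrestin-GFP stimulated by 5 µM LPI near EC80; imaged beta-arrestin-GFP aggregate spots per cell after agonist stimulation; plate controls were LPI-stimulated DMSO wells for no effect and DMSO wells without LPI for full effect; some results filed as inactive read as strong as hits; confirmed hits need IC50 under 10 µM and bright autofluorescent wells are also inconclusive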
GPR35 arrestin U2OS: GPR35 antagonists blocking zaprinast-driven arrestin recruitment, primary screen, imaging, U2OS, beta-arrestin-GFP, zaprinast agonist (AID 2058). G-protein coupled receptor 35 (Homo sapiens). U2OS GPR35 beta-arrestin-GFP translocation imaging, zaprinast antagonism; higher % means a stronger effect. inhibition, % at 10 µM; hits with a dose series show IC50 in µM. actives 0.052% (n = 290,000);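 active = inhibition of at least 50% with at least 30 cells and total cytoplasm GFP at most 10,000,000; inconclusive = under 30 cells or total GFP of 10,000,000 plus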
AID2073: inhibitors of Mint1-CaV2.2 protein interaction, biochemical, HTRF (AID 2073); Voltage-dependent N-type calcium channel subunit alpha-1B (Homo sapiens); HTRF protein-protein interaction, Mint1-CaV2.2; higher % means a stronger effect; inhibition, % at 20 µM; hits with a dose series show IC50 in µM; actives 0.19% (n = 290,000); in the data active = inhibition mostly above about 51%, no sharp cut-off; inconclusive = no clear call, values can overlap the other calls; inactive = mostly below about 53%; also: some results filed as inactive read as strong as hits
Yfh1-depleted yeast: enhancers of respiration in Yfh1-depleted yeast, dose response, Friedreich's ataxia, plus single-dose screen (AID 1465); S. cerevisiae Yfh1-off respiration, WST-1 reduction, 72 h; higher fold induction means a stronger effect; one-dose fold induction at 50 µM; EC50 in µM for titrated hits; actives 0.074% (n = 220,000);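 active = fold induction of absorbance versus untreated yeast above a set limit, then at least 30% activation at any dose in follow-up; inconclusive = repeats straddling the limit, or above it without dose testing; inactive = fold induction below the set limit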;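 also: activators that raise dye reduction in frataxin-depleted yeast; strong numbers were not always called active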
NTR1 ag: agonists of NTR1, primary screen, imaging, U2OS cells, beta-arrestin-GFP, high content (AID 493036) | Neurotensin receptor type 1 (Homo sapiens), P30989 | activation, % at 20 µM | actives 0.17% (n = 330,000) | NTR1-U2OS beta-arrestin-GFP spot imaging, agonist mode;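 active = activation at or above 40% of the spot to cytoplasm intensity ratio, with at least 20 cells analyzed; inconclusive = wells under 20 cells, flagged as cytotoxic or low count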;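 also: 0% = DMSO without peptide and 100% = 100 nM NTR1 peptide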
Target sequence (P30989 whole entry, looked up): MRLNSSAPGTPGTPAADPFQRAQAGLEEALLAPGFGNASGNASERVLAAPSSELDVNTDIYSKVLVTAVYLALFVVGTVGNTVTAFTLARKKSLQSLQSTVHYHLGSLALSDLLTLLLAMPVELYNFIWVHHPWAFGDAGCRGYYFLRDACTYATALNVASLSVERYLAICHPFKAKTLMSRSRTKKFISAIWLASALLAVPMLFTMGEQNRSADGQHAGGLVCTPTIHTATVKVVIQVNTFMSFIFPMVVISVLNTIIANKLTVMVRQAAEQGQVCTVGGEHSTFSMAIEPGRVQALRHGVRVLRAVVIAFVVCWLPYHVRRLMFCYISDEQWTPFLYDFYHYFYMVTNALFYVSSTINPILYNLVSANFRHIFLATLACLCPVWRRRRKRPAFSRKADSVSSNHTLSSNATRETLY
MgcRacGAP inhibition: MgcRacGAP GTPase-activating activity inhibitors, confirmation, biochemical, ADP Hunter fluorescence; Rac GTPase-activating protein 1 (Homo sapiens); MgcRacGAP-stimulated Rac1 GTP hydrolysis, ADP Hunter fluorescence; higher % means a stronger effect; GST-tagged Rac1 F28L mutant substrate; inhibition, % at 30 µM, or IC50 in µM where a hit was titrated; actives 0.6% (n = 340,000); AID 624330, 2012;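 active = first-screen hits whose inhibition reached a set limit at any dose in the follow-up dose series; inconclusive = inhibition above the set first-screen limit but never retested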;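 also: fluorescence reports GDP produced by GAP-driven GTP hydrolysis; strong numbers were not always called active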
GPR55 activation: GPR55 agonists via beta-arrestin recruitment, primary screen, imaging, U2OS cells, beta-arrestin-GFP redistribution (AID 1961); G-protein coupled receptor 55 (Homo sapiens); U2OS GPR55 beta-arrestin-GFP redistribution imaging; higher % means a stronger effect; activation, % at 10 µM, or EC50 in µM where a hit was titrated; actives 0.048% (n = 290,000);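 active = activation above 40% with more than 50 cells counted in the well; inconclusive = wells holding fewer than 50 cells, flagged as toxic or sparse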;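 also: U2OS osteosarcoma cells stably expressing GPR55 and beta-arrestin-GFP; plate controls were DMSO negative control for no effect and LPI positive control for full effect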
Large T inhibition: SV40 large T antigen inhibitors, biochemical (AID 1903); one-dose inhibition, % at 20 µM; IC50 in µM for titrated hits; actives 0.39% (n = 310,000); SV40 large T antigen ATPase/helicase inhibition assay; higher % means a stronger effect; in the data active = a potency from the dose series; inconclusive = inhibition mostly from about 32% at the one dose, without a potency; inactive = the rest, 99 in 100 with inhibition below about 32%; also: strong numbers were not always called active
Dengue-2 NS5 capping: Dengue-2 NS5 methyltransferase inhibitors, primary screen, biochemical, confirmation dose response (AID 588689); Dengue-2 NS5 methyltransferase capping enzyme assay, biochemical; higher % means a stronger effect; inhibition, % at 25 µM, or IC50 in µM where a hit was titrated; actives 0.3% (n = 340,000); in the data active = a potency from the dose series; inconclusive = inhibition above about 29% without an active follow-up result
NTR1 ag cell count 20 µM: recorded beside NTR1 ag, whose call it bears; cell count; measured here: cell count, cytotoxicity flag
Dengue-2 NS5 capping pilot replicate: second read-out of Dengue-2 NS5 capping, no call of its own (marks repeat the call); inhibition, %; measured here: pilot screen replicate inhibition
Active calls of the source: *; i = inactive; ? = inconclusive; / = not tested or not shown.

SMILES	GPR55 LPI antagonism	GPR35 arrestin U2OS	AID2073	Yfh1-depleted yeast	NTR1 ag	NTR1 ag cell count 20 µM	MgcRacGAP inhibition	GPR55 activation	Large T inhibition	Dengue-2 NS5 capping	others
O=C(COC(=O)CNC(=O)c1cccc([N+](=O)[O-])c1)Nc1ccccc1OC(F)F	-5%	4%	2%	i	-0.8	91	8%	-0.3%	-2%	-8%
CC1CCCCC1NC(=O)Cn1nnc2ccccc2c1=O (stereo not drawn)	9%	-15%	-6%	i	-0.8	55	-3%	-0.3%	4%	-6%
CC(C)(CN1CCCCC1)NS(=O)(=O)c1ccc(Cl)cc1	3%	4%	-5%	i	-0.5	61	-1%	-0.1%	1%	5%
COc1cc(CNC(=O)c2ccccc2NC(=O)C2=C(C)OCCS2)cc(OC)c1OC	1%	-8%	2%	/	-0.8	63	6%	-0.1%	11%	-5%
COc1ccccc1/C=C/C(=O)NC(=S)Nc1ccc(S(=O)(=O)N(C)c2ccccc2)cc1	12%	-3%	-4%	i	0.5	75	4%	<0.5µM*	21%	-8%
Cc1[nH]nc2c1C1(CCC3(CC1)OCCO3)C(C#N)=C(N)O2	9%	-3%	1%	i	0.2	41	-1%	-0.2%	14%	0%
O=C(O[C@@H]1Cc2c(O)cc(O)cc2O[C@@H]1c1cc(O)c(O)c(O)c1)c1cc(O)c(O)c(O)c1	-2%	-9%	34%	i	-0.5	53	/	0.3%	0%	/
Cc1cc(C)cc(OCC(=O)O/N=C(\N)c2ccccc2Cl)c1	8%	-6%	7%	i	0.9	50	8%	-0.1%	9%	-5%
c1ccc(-c2nnc(-c3ccccn3)nc2NC2CCCCC2)cc1	-9%	7%	-4%	i	2.7	68	5%	0.3%	20%	-2%
COc1ccc(C(CC(=O)NCc2ccccc2)Sc2n[nH]c(-c3ccccc3)n2)cc1 (stereo not drawn)	-5%	1%	11%	i	0.0	86	-1%	-0.3%	22%	/
Cc1ccc(-c2ccc(/C=C(\C#N)C(N)=S)n2C)cc1	-5%	17%	-35%	i	-0.5	43	12%	2.8%	9%	3%
CC(C)Oc1ccc(S(=O)(=O)N2CCCCC2)cc1NC(=O)C1CSC2(C)CCC(=O)N12 (stereo not drawn)	/	/	/	/	1.3	75	6%	/	23%	-1%
CCOC(=O)C1=C(C)N(CCCCCC(=O)O)C(=O)NC1c1ccccc1Cl (stereo not drawn)	8%	7%	-1%	i	1.9	59	-2%	0.2%	3%	-3%
Cc1occc1C(=O)NCc1ccc2c(c1)OCO2	7%	-11%	-11%	i	-1.3	38	8%	0.2%	0%	4%
COc1ccc(/C=C(\NC(=O)c2ccc(OCC(C)C)cc2)C(=O)OCc2ccco2)cc1	17%	6%	19%	i	0.1	53	-5%	7.7%	7%	-4%
O=C(Cc1cccs1)Nc1cccnc1	-2%	18%	11%	i	0.1	50	8%	0.4%	10%	3%
COc1cc(C)c(N)cc1C(C)C	5%	-10%	-9%	i	1.6	54	113µM*	-0.1%	23%	-6%
COc1ccc(C(CNC(=O)Cc2ccc(-c3ccccc3)cc2)N(C)C)cc1 (stereo not drawn)	-4%	-14%	6%	/	1.0	45	4%	-0.1%	26%	-9%
CC(C)(C)NC(=O)c1ccc(Sc2ccccc2)c([N+](=O)[O-])c1	14%	-3%	2%	i	0.7	52	14%	-0.1%	11%	-4%
O=C(Cc1ccccc1)Nc1cccc(-c2nc3ncccc3o2)c1	-5%	11%	1%	i	-2.2	76	6%	-0.1%	1%	2%
CCOC(=O)N1CCC(N(CCN(C)C)C(=S)Nc2cccc(Cl)c2C)CC1	2%	11%	-24%	i	-0.5	49	4%	0.2%	7%	0%
Cc1nc2ccc(NC3=NCCCCC3)cc2s1	-8%	-8%	-8%	i	-1.4	95	9%	-0.2%	9%	-12%
O=C(Nc1c(C(=O)NCc2ccco2)cnn1-c1ccccc1)c1ccc(F)cc1	-2%	-8%	0%	i	-0.3	34	12%	-0.1%	1%	3%
COc1ccc2c3n(nc2c1)CCN=C3c1ccc(C)cc1	/	/	/	/	7.1	56	5%	/	6%	2%
CN1Cc2c(N3CCOCC3)nc3sc(C(=O)c4ccccc4)c(N)c3c2CC1(C)C	1%	-6%	41%	i	5.2	32	-8%	0.3%	4%	-9%
CCCN(Cc1ccccc1)C(=O)Nc1ccc2c(c1)nnn2C	-6%	6%	7%	i	0.5	52	12%	0.2%	0%	-1%
Cn1c(=O)c2c(ncn2CC(=O)N2CCOCC2)n(C)c1=O	-1%	-4%	3%	i	2.4	45	10%	-0.1%	11%	0%
CCc1ccc(-c2nc(CSCC(=O)NCc3ccco3)c(C)o2)cc1	25%	-2%	8%	i	/	/	10%	1.0%	16%	-12%
CN1C(=O)[C@H]2[C@@H](/C=C/c3ccccc3)N3C(=O)CN(CCO)C(=O)[C@@]3(C)[C@H]2C1=O	13%	-7%	2%	/	23	74	7%	-0.2%	18%	-11%
COc1ccc(OC)c(NC(=O)CSc2nc(=O)n(CCN3CCOCC3)c3c2CCC3)c1	/	/	/	/	0.7	72	-2%	/	24%	1%
COc1ccc(NC(=O)CC(C)C)c([N+](=O)[O-])c1	3%	-13%	-1%	/	-0.4	60	-17%	-2.3%	8%	-3%
CC(C)(C)NC(=O)CSc1nnc(-c2ccncc2)o1	11%	-4%	0%	i	1.2	40	-1%	0.0%	-49%	-7%
O=C(/C=C/C(=O)N1CCc2ccccc2C1)N1CCc2ccccc2C1	2%	11%	1%	i	-1.2	83	6%	0.0%	-5%	-4%
N#Cc1ccc(C(=O)Nn2cnnc2)cc1	-4%	2%	24%	/	-1.4	77	3%	0.0%	22%	-3%
CCOC(=O)CN1C(=O)C(C)(C)Oc2ccc(C(=O)Nc3ccccc3OC)cc21	7%	-15%	3%	i	0.0	83	2%	-0.2%	18%	-5%	Dengue-2 NS5 capping pilot replicate=3.9
NC(=O)c1sc(=S)n(-c2ccc(Br)cc2)c1N	13%	16%	4%	i	-4.7	63	6%	0.4%	3%	-5%
Cc1ccc(-c2nc(CS(=O)CC(=O)NCCN(CC(C)C)CC(C)C)c(C)o2)cc1 (stereo not drawn)	13%	16%	16%	i	1.9	82	10%	-0.1%	6%	-8%	Dengue-2 NS5 capping pilot replicate=-5.8
O=C(COc1ccccc1Cl)NCc1ccccc1	-6%	-17%	-1%	/	1.1	67	4%	-0.2%	19%	6%
COc1ccc(-n2nc(C(=O)NCC(=O)N3CCCC(C)C3)c3ccccc3c2=O)cc1Cl (stereo not drawn)	4%	-12%	8%	/	2.0	53	4%	-0.2%	10%	3%
CCOC(=O)C(=CNNc1c(C)csc1C(=O)OC)C(=O)OCC	-7%	8%	-15%	i	-0.2	50	7%	-0.1%	1%	2%
COC(=O)c1sccc1NC(=S)N1CCC(C(N)=O)CC1	-7%	6%	-4%	i	2.1	65	8%	0.3%	24%	-2%
C#CCOCCOCCOCCNc1nc(N2CCN(C(=O)[C@H](Cc3ccc(O)cc3)n3cc([C@@H](N)C(C)CC)nn3)CC2)nc(N2CCN(C(=O)[C@H](Cc3cc4ccccc4[nH]3)n3cc([C@@H](N)Cc4ccc(O)cc4)nn3)CC2)n1 (stereo partly drawn)	4%	9%	25%	i	-0.4	79	/	0.4%	5%	/
Fc1ccc(-c2nc(-c3cnccn3)no2)c(Cl)c1	6%	12%	-12%	i	-0.3	43	11%	0.1%	?	9%
CN1CCc2ccc(NC(=O)c3ccc(C(F)(F)F)cc3)cc2C1	-13%	1%	9%	/	2.8	70	10%	-0.3%	6%	1%	Dengue-2 NS5 capping pilot replicate=-4.3
O=C(CSc1nnc(COc2ccccc2)o1)N1CCN(c2ccccc2)CC1	13%	5%	4%	i	1.2	75	1%	-0.4%	22%	-4%
O=C(Cn1nc(Cl)nc1Cl)c1ccc(F)cc1	0%	-6%	24%	/	0.5	61	0%	-0.1%	-7%	1%	Dengue-2 NS5 capping pilot replicate=-6.1
O=C1CSC(=S)N1c1ccc(Cl)c(Cl)c1	-3%	4%	6%	/	3.6	80	8%	-0.2%	-1%	-2%
Cn1cc(CNC(=O)c2cc(COc3ccc4c(c3)CCCC4)on2)cn1	12%	-4%	-1%	/	2.1	66	6%	-0.1%	15%	3%
CC1CCN(C(=O)c2ccc(NS(C)(=O)=O)cc2)CC1	-6%	-2%	-1%	i	-1.1	77	8%	-0.4%	3%	1%
CCCn1c(/C=N/Nc2nc3ccccc3[nH]2)nc2ccccc21	12%	10%	2%	i	/	/	7%	0.1%	20%	-9%
FC(F)(F)c1nnc2sc(-c3ccncc3)nn12	6%	-8%	2%	i	-2.9	80	8%	-0.2%	0%	-4%	Dengue-2 NS5 capping pilot replicate=-7.5
Cn1cccc1CC(=O)NNC(=S)NC(=O)c1ccccc1Br	7%	1%	-6%	i	0.6	37	11%	0.3%	29%	0%
CN(C(=O)NC(=O)C1=C(N2CCOCC2)/C(=C/c2ccccc2)CC1)S(C)(=O)=O	9%	-6%	10%	i	0.7	52	-1%	-0.1%	15%	-1%
COCCSc1nnc(NC(=O)Cc2cccs2)s1	-2%	2%	1%	i	0.3	50	-3%	-0.1%	0%	-1%
CCCc1nnc(SCC(=O)N2C(C)CCCC2C)n1CC1CCCO1 (stereo not drawn)	9%	6%	-4%	i	0.6	62	1%	0.4%	2%	-7%

Compound activity from PubChem.

Hits appear at their usual frequency. Share with any hit: about 1.7%.
